TbREL1 inh: TbREL1 inhibition, primary screen | P86926 | TbREL1 RNA ligation, FRET fluorescence | inhibition, % at 9.66 µM | 89,000 tested, 0.49% active | AID 1117264;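 active = inhibition above the mean inhibition across all screened compounds plus 3 SD, cut at about 11% in these data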;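 also: 0% = plate median of test wells and 100% = NSC42067 control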
Target sequence (P86926 whole entry, looked up): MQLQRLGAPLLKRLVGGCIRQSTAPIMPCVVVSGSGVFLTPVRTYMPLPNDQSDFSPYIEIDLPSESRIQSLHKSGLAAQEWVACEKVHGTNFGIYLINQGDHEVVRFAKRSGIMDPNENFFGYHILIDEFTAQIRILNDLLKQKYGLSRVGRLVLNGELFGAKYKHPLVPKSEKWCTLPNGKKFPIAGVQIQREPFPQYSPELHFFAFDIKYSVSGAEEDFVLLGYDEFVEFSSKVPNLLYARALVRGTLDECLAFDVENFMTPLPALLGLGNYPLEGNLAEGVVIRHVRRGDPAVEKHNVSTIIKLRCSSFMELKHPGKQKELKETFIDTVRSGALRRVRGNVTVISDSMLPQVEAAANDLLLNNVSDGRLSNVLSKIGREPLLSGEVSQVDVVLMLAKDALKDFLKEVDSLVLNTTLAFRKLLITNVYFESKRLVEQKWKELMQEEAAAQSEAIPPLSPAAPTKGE
An asterisk follows results filed as active. Not all compounds are listed; rates above refer to the full screens.

Structure,TbREL1 inh
CCOC(=O)C(NC(=O)c1ccccc1)(N1CCOCC1)C(F)(F)F (stereo not drawn),4
CN1C(=O)C(CC(=O)Nc2ccc(F)cc2)N(Cc2ccco2)C1=S (stereo not drawn),2
CCOc1ccc(N(CC(=O)Nc2ccccc2C)S(=O)(=O)c2c(C)[nH]c(=O)[nH]c2=O)cc1,-1
COC(=O)C(CSCc1ccccc1)NC(=O)CSc1nc(C)cc(=O)[nH]1 (stereo not drawn),0
CC(=O)c1ccc(N2CCN(S(=O)(=O)c3cccc(S(=O)(=O)N4CCOCC4)c3)CC2)cc1,2
N#Cc1c(Sc2ncc(C(F)(F)F)cc2Cl)nsc1C/C=N\OCc1ccccc1Br,3
COc1ccc(-c2nc3c(Cl)cc(C(F)(F)F)cn3c2Cc2cccc(F)c2)cc1OC,4
Cc1ccc(S(=O)(=O)OCCC2=CC(=O)CCN2Cc2ccccc2)cc1,-2
CCCCSC1(SCCCC)N=C(N)C2(C#N)C(c3ccccc3)NC(C)=CC12C#N (stereo not drawn),-4
COc1ccc(C)cc1S(=O)(=O)N1CCOCC1,-2
CC1(C)COC(c2coc3ccccc3c2=O)OC1,-3
Nc1c(C(=O)Nc2ccc(S(=O)(=O)N3CCCC3)cc2)sc2nc3cc4c(cc3cc12)CCC4,-3
CC1CCCC(C)N1C(=O)COc1ccc(C(=O)N/N=C/c2ccc(C(=O)O)cc2)cc1 (stereo not drawn),3
CCCCN(CCCC)CCCNC(=O)C1CC(c2ccc(C(F)(F)F)cc2)=NO1 (stereo not drawn),6
O=C(CSc1ccccc1)NCC(c1ccco1)N1CCCCC1 (stereo not drawn),-2
COc1ccc(CCn2cnc3nc4ccc(Cl)cc4cc3c2=O)cc1OC,-2
Cc1ccccc1[C@H](NC1c2ccccc2C=Cc2ccccc21)P(=O)(c1ccccc1)c1ccccc1,6
CC[N+]1(C)CC2CCC(C)(C1)C2(C)C (stereo not drawn),0
Cc1cccc(OCC(=O)Nc2ccc(C(=O)Nc3ccccc3C(=O)O)cc2)c1C,1
CCN(CC)C(=O)c1ccc(NS(=O)(=O)c2ccccc2)cc1,-3
CSc1ccccc1C(=O)C1CCCN(S(=O)(=O)N(C)C)C1 (stereo not drawn),-2
CCCN1Cc2cccc(C(=O)NCc3ccc4c(c3)OCO4)c2C1=O,3
CC(NC(=O)C1=CC=CN2CCS(=O)(=O)N=C12)c1ccc(Cl)cc1Cl (stereo not drawn),-2
O=C(NCCNC(=O)c1ccc(Br)o1)c1cccnc1,3
CC(C(=O)Nc1ccc([N+](=O)[O-])cc1Cl)N1CCN(S(=O)(=O)c2cccs2)CC1 (stereo not drawn),2
Cc1csc(Nc2ccccc2C(F)(F)F)n1,1
Cc1cc(NC(=O)C2CC(c3c(F)cccc3Cl)=NO2)n(-c2ccccc2)n1 (stereo not drawn),-2
CC(OC(=O)c1ccccc1NCCO)C(=O)Nc1ccnn1C(C)C (stereo not drawn),4
O=C(Nc1ccccc1)C1=C[C@H](c2ccc3c(c2)OCO3)C[C@H](OCc2ccc(CO)cc2)O1,5
O=C(O)CCc1nn2cnc3sc4c(c3c2nc1=O)CCCC4,1

By substructure: those above containing a cyano group (2)
Structure,TbREL1 inh
N#Cc1c(Sc2ncc(C(F)(F)F)cc2Cl)nsc1C/C=N\OCc1ccccc1Br,3
CCCCSC1(SCCCC)N=C(N)C2(C#N)C(c3ccccc3)NC(C)=CC12C#N (stereo not drawn),-4

Retrieved by compound from the list above:
Structure,TbREL1 inh
CC(=O)c1ccc(N2CCN(S(=O)(=O)c3cccc(S(=O)(=O)N4CCOCC4)c3)CC2)cc1,2
CC(C(=O)Nc1ccc([N+](=O)[O-])cc1Cl)N1CCN(S(=O)(=O)c2cccs2)CC1 (stereo not drawn),2
CSc1ccccc1C(=O)C1CCCN(S(=O)(=O)N(C)C)C1 (stereo not drawn),-2
Cc1cccc(OCC(=O)Nc2ccc(C(=O)Nc3ccccc3C(=O)O)cc2)c1C,1

Next part:
Structure,TbREL1 inh
CC(=O)Nc1ccc(NC(=O)C(C)OC(=O)c2cc(S(=O)(=O)N(C)C)ccc2N2CCCC2)cc1 (stereo not drawn),-1
CC(=O)c1ccc(NC(=O)C2CCN(S(=O)(=O)c3cccs3)CC2)cc1,-2
Cc1nn2c3c(cnc2c1-c1ccccc1)C(=O)CCC3,0
COc1ccc(/C=C(\NC(=O)c2cccs2)C(=O)N2CCOCC2)cc1OC,-1
Cc1cc(-c2ccccc2)n[nH]1,0
COC(=O)c1ccc(/C=C/c2ccc3cccc(OC(C)=O)c3n2)cc1,-4
Cc1ccc(NC(=O)COn2nnc3ccc(S(=O)(=O)N(C)C)cc32)cc1F,3
O=c1[nH]c(C2CCN(S(=O)(=O)c3ccc(C(F)(F)F)cc3)CC2)nc2c1nnn2Cc1cccc(F)c1,3
O=C(CSc1nc2ccccc2[nH]1)NN=Cc1ccccc1C(=O)O,5
O=C(NC1=NCCCCC1)c1cccc2ccccc12,0
CCc1n[nH]c(=S)n1/N=C/c1cc(Br)c(O)c(OC)c1,-2
Cc1ccc(-c2nn3c(C)nnc3c3ccccc23)cc1S(=O)(=O)NCCO,1
OCC[C@H]1C[C@@H](O)[C@H](O)[C@]2(Cc3ccccc3CO2)O1,3
COc1ccsc1C(=O)NCCN1CCOCC1,2
CCCCN(CC)S(=O)(=O)c1ccc2c(c1)CCCN2C(C)=O,0
CCOC(=O)c1c(C)[nH]c(C)c1C(=O)COC(=O)c1ccc(S(=O)(=O)C(F)F)cc1,-3
O=C(COc1ccc(S(=O)(=O)NC2CCCCC2)cc1Cl)N1CCN(c2ccccc2)CC1,1
COc1ccc(/C=C/c2ccccc2)cc1[C@H]1[C@@H]2C=CCC[C@@]2(C)C(=O)N1Cc1ccccc1,-3
CCOc1ccccc1N1CCN(C(=O)NC2CCCCC2)CC1,-3
CC(C)c1ccc2[nH]c3c(c2c1)CCCC3=O,3
c1ccc(C2OC3c4cccc5cccc(c45)C3N2c2ccccc2)cc1 (stereo not drawn),0
Cc1ccc2nc(-c3ccc4c(c3)OCCO4)cn2c1,-2
NC(=O)C1CCCN(Cc2ccc(Cl)cc2)C1 (stereo not drawn),10
CCN(CC)CCn1c(C)nc2ccccc21,-1
CC(OC(=O)c1ccncc1)C(=O)Nc1cccc([N+](=O)[O-])c1 (stereo not drawn),1
CC(Oc1ccc(Cl)cc1Cl)C(=O)NCCCn1ccnc1 (stereo not drawn),6
COCC(=O)N(Cc1cc2ccc(C)c(C)c2n2nnnc12)C1CCCC1,0
Cc1ccc(/C=C/C(=O)OCC(=O)NCc2ccccc2)o1,-3
O=C1Nc2ccccc2C1=Nc1ccc(-c2nnc3n2CCCCC3)cc1,0
CCCCCn1c(=O)c2ccccc2n2c(CCl)nnc12,-2

(list continues)
mol | TbREL1 inh
CN(C)S(=O)(=O)c1ccc(NC(=O)CSc2ncnc3ccccc23)cc1 | 1
NC(=O)c1cc2cc(Cl)ccc2o/c1=N/NC(=O)c1cccs1 | 2
O=C(Nc1cccc2ccccc12)C12CC3CC(C1)CC(n1cnc([N+](=O)[O-])n1)(C3)C2 | -2
COc1ccc(C(C#N)Nc2ccccc2OC)cc1 (stereo not drawn) | -2
COC(=O)C1=C(C)N(Cc2cccc(C(F)(F)F)c2)C(=NCc2cc(OC)c(OC)c(OC)c2)NC1CCc1ccccc1 (stereo not drawn) | 12*
Cc1onc(-c2ccccc2)c1C(O)c1ccc(F)cc1 (stereo not drawn) | 1
COc1ccccc1CCC(=O)OCC(=O)NC1CCCC1 | -1
Cc1nn(C)c(C)c1CCC(=O)O | 0
COc1ccc(-c2cc(C(=O)Nc3cc(C)on3)no2)cc1OC | -3
O=C(NC1CCCCC1)N1CCN(c2ccc([N+](=O)[O-])cc2)CC1 | 2
OC(c1cc(F)cc(Cl)c1)c1ncc(-c2cccc(C(F)(F)F)c2)[nH]1 (stereo not drawn) | 5
CS(=O)(=O)N1CCC(C(=O)NCc2ccncc2)CC1 | 2
CC(C)c1ccc(NC(=O)CNC(=O)Cn2ccc3ccccc3c2=O)cc1 | -5
CCN1CCN(C(=O)/C(=C/c2ccco2)NC(=O)c2ccccc2)CC1 | -2
CC1(C)OC(=O)C2=C(C[C@@H](C3CCCC3)O[C@H]2CCc2cccc(Cl)c2)O1 | -1
COc1ccc(CCNC(=O)C2COc3ccccc3O2)cc1OC (stereo not drawn) | 1
CCOC(=O)C1=CN2CCCC[C@@H]2CC1=O | 2
O=C(O)c1ccccc1OC(C(=O)Nc1cc(Cl)cc(Cl)c1)c1ccccc1 (stereo not drawn) | 4
Cc1ccc2c(CC(=O)NCc3ccc4c(c3)OCO4)coc2c1 | 1
Nc1ncc(CCN2CCOCC2)c(-c2ccc(F)cc2)n1 | 15*
CCOc1cccc2cc(C(=O)N3CCOCC3)c(=O)oc12 | 5
CN(C)CCN1CCN(C2CN(Cc3cn(Cc4cccc(C(F)(F)F)c4)nn3)S(=O)(=O)C2)CC1 (stereo not drawn) | -1
O=C(CCS(=O)(=O)c1cccc2nonc12)N1CCOCC1 | 3
CCN(C(=O)[C@@H](C)[C@@H](O)c1ccc(Cl)cc1)c1ccccc1 | -3
FC(F)(F)Oc1ccccc1-c1nnc(-c2cccc(C(F)(F)F)c2)o1 | 2
COC[C@@H]1CCCN1c1ccc2c(c1)O[C@@H](COCc1ccccc1)CN([C@@H](C)c1ccccc1)S2(=O)=O | 4
NC(=O)c1ccccc1NC(=O)COC(=O)C1(c2ccccc2)CC1 | 0
COC(=O)C[C@@H]1CC[C@@H]2[C@@H](COc3ccc(NC(=O)Nc4ccc(F)cc4)cc3C(=O)N2C)O1 | -2
CC(=O)N1CCCN(C(=O)C2CCN(c3ncnc4c3sc3cccc(F)c34)CC2)CC1 | -1
CSC1=NCCN1C(=O)c1cccs1 | 0
N#CC(C#N)=c1ccc2c(c1)N1C(c3ccccc3)=CC(c3ccccc3)C3CCCCC31N=2 (stereo not drawn) | -1
CCn1c(SCC(=O)Nc2cc(C)on2)nnc1-c1cccs1 | -2
CC(C)(C)c1ccc(S(=O)(=O)NCC(=O)N2CCN(C(=O)c3ccco3)CC2)cc1 | 0
CCNC(=O)CSc1nc2ccccc2c(=O)n1-c1cccc(OC)c1 | 4
CC(O)c1nc(C(C)O)n(CC(=O)c2ccccc2)n1 (stereo not drawn) | 2
CCOC(=O)c1[nH]c(C)c(C(=O)OCC(=O)NC(=O)NC(C)(C)C)c1C | 0
Cc1ccc(NC(=O)CN(C)C(=O)c2ccccc2Cc2ccccc2)cc1 | 0
C[C@@H](c1ccccc1)N1C[C@H](COCc2ccccc2)Oc2cc(N3CCC[C@H]3C(N)=O)ccc2S1(=O)=O | 1
O=S(=O)(c1ccc2ccccc2c1)N1CCOCC1 | -2
Cc1cc(C)nc(SCc2nc3ncccn3c2Br)n1 | 1
COc1ccc(C(=O)O/N=C(/c2cccs2)C(C)(C)C)cc1 | -1
Cc1ccc(N(C)C(=O)N2CCN(S(=O)(=O)c3ccc(C)c(C)c3)CC2)cc1 | -1
CSc1nc(Sc2cccc(Cl)c2)c2ccccc2n1 | 1
O=C(COc1ccccc1)NCC(=O)NC1=NCCS1 | 6
N#Cc1ccc(C(=O)Nc2cc(S(=O)(=O)N3CCCC3)ccc2OCC(F)(F)F)cc1 | 0
COc1ccc(CCNC(=O)c2c(O)c3cccc4c3n(c2=O)CC4)cc1 | 1
CCOC(=O)c1sc(N(Cc2ccccc2)C(=O)CCl)nc1C | 0
CCc1cc2c(=O)nc3n(c2s1)Cc1ccccc1/C3=C(/O)c1ccc(F)cc1 | -1
O=C(Nc1ccccc1OC(=O)c1ccc(Cl)cc1)c1ccc(Cl)cc1 | -1
Cc1cc(C)cc(Cn2c3ccc(NC(=S)NC4CCCCC4)cc3c(=O)n2C)c1 | 0
CCOc1ccccc1N1CCN(CC(=O)Nc2nnc(CC)s2)CC1 | -3
CCCc1cc(=O)[nH]c2nnc(SCC(=O)N3CC(C)OC(C)C3)n12 (stereo not drawn) | -1
COc1cc(O)c(C(CCN2CCCCC2)c2ccc(N(C)C)cc2)c(OC)c1 (stereo not drawn) | -4
CC(=O)C1=NN(c2ccccc2)C(c2cccs2)N1c1ccc(N(C)C)cc1 (stereo not drawn) | -2
COC(=O)C1=C(C)NC(=O)CC1c1cc(Br)ccc1F (stereo not drawn) | -1
COc1ccc(S(=O)(=O)N(Cc2nc3ccccc3c(=O)[nH]2)C2CCCC2)cc1 | 0
O=C(Nc1nnc(C2CC2)s1)c1ccc(Cl)c(S(=O)(=O)N2CCc3ccccc3C2)c1 | 1
O=C(CCS(=O)(=O)c1ccc(Cl)cc1)N1CCCc2ccccc21 | 0
CSc1ccccc1NC(=O)COc1ccc2c(c1)OCO2 | -2
Cc1ccc(OCCn2cnc3c2c(=O)n(C)c(=O)n3C)cc1 | 2

Compounds above that contain a furan ring, fused or not, in the order listed:
mol | TbREL1 inh
CN1C(=O)C(CC(=O)Nc2ccc(F)cc2)N(Cc2ccco2)C1=S (stereo not drawn) | 2
O=C(CSc1ccccc1)NCC(c1ccco1)N1CCCCC1 (stereo not drawn) | -2
O=C(NCCNC(=O)c1ccc(Br)o1)c1cccnc1 | 3
Cc1ccc(/C=C/C(=O)OCC(=O)NCc2ccccc2)o1 | -3
CCN1CCN(C(=O)/C(=C/c2ccco2)NC(=O)c2ccccc2)CC1 | -2
Cc1ccc2c(CC(=O)NCc3ccc4c(c3)OCO4)coc2c1 | 1
CC(C)(C)c1ccc(S(=O)(=O)NCC(=O)N2CCN(C(=O)c3ccco3)CC2)cc1 | 0

Next part.
mol | TbREL1 inh
O=C(Nc1sc2c(c1-c1nc3ccccc3s1)CCNC2)C(F)(F)F | 5
CC(C)CCn1c(SCCN2CCOCC2)nc2c1c(=O)[nH]c(=O)n2C | 1
CCn1nc(C(=O)N2CCc3ccccc32)c2ccccc2c1=O | 0
CCN1CCN(C(=S)c2ccc(SC)cc2)CC1 | -3
CCOc1ccc(CC(=O)N2CCN(c3ccc(N4CCOCC4)nn3)CC2)cc1OCC | -3
Cc1ccc(F)c(S(=O)(=O)NC(=O)C2(C)CCN2C(=O)C/C=C/c2ccccc2)c1 (stereo not drawn) | 3
Cc1cccc(C(=O)N=C2SC3CS(=O)(=O)CC3N2c2ccccc2)c1 (stereo not drawn) | 1
CC1(C)CC2CC(C)(CN2C(=O)COC(=O)CNC(=O)c2ccc(Cl)c(Cl)c2)C1 (stereo not drawn) | -2
Cc1c(NC(=O)C(C)SC(=S)N2CCCC2)c(=O)n(-c2ccccc2)n1C (stereo not drawn) | -1

Source: PubChem
